Source: PubChem BioAssay (National Center for Advancing Translational Sciences (NCATS))
D2 PAM = positively modulates the human D2 dopamine receptor allosterically; P14416; HEK293 T-REx D2, calcium flux, EC20 dopamine potentiation; potentiation, % at 10 µM; 0.34% of 340,000 active;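 active = potentiation over 3 SD above the plate norm, cut at about 30% in these data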; note: 0% is about no effect
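Using a no-wash calcium dye in inducible, force-coupled HEK293 Trex cells expressing D2, we tracked fluorescence each second for 180 s after compound, then for 180 s after EC20 dopamine to detect augmented signalling.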
Vif-APOBEC3G blk = blocks the Vif interaction with human APOBEC3G; HeLa A3G-eYFP + Vif (tagged APOBEC3G with the HIV-1 protein that degrades it), YFP fluorescence, overnight; Potency, µM (top dose mostly 46.1 µM), for inactives: at the top dose activity, negative = active, hits mostly inhibitors; 0.076% of 410,000 active; AID 602310; Q9HC16;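 note: potency is the fitted concentration of half-maximal effect; % is set by controls: 0 for no effect and ±100 for the full control effect; nearly all actives have a fitted effect of over 60% in size; hits raise eYFP signal because A3G escapes Vif-driven loss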
Target sequence (Q9HC16 whole entry, looked up): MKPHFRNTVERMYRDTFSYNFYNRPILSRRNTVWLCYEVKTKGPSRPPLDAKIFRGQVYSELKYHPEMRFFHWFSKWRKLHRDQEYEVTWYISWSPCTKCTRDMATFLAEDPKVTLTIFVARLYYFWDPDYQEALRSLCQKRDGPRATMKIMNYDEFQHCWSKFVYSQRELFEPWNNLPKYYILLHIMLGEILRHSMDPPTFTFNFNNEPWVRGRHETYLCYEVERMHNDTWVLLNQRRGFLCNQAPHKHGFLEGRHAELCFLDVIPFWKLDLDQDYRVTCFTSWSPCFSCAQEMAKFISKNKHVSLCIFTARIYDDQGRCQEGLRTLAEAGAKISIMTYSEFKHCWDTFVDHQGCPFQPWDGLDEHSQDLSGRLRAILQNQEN
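HeLa cells stably expressing Vif and C-terminally eYFP-tagged A3G, seeded overnight at 37 deg C, then exposed to compound by pintool overnight at 37 deg C. Rise in yellow fluorescence (Ex 488/Em 500-530, Acumen) marks blocked Vif-driven A3G degradation.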
RXFP1 agonist = RXFP1 (human) receptor agonism. Potency, µM (highest dose often 57.5 µM), for inactives: at the top dose activation, actives largely listed as activators. Q9HBX9. AID 2676. HEK293T-RXFP1 cAMP TR-FRET, 30 min; response scale: percent of porcine relaxin response, buffer zero. 0.3% of 370,000 active; note: potency is the fitted concentration of half-maximal effect; % is set by controls: 0 for no effect and ±100 for the full control effect; nearly all actives have a fitted effect of over 60% in size; many of its hits are not listed in these tables
Target sequence (Q9HBX9 whole entry, looked up): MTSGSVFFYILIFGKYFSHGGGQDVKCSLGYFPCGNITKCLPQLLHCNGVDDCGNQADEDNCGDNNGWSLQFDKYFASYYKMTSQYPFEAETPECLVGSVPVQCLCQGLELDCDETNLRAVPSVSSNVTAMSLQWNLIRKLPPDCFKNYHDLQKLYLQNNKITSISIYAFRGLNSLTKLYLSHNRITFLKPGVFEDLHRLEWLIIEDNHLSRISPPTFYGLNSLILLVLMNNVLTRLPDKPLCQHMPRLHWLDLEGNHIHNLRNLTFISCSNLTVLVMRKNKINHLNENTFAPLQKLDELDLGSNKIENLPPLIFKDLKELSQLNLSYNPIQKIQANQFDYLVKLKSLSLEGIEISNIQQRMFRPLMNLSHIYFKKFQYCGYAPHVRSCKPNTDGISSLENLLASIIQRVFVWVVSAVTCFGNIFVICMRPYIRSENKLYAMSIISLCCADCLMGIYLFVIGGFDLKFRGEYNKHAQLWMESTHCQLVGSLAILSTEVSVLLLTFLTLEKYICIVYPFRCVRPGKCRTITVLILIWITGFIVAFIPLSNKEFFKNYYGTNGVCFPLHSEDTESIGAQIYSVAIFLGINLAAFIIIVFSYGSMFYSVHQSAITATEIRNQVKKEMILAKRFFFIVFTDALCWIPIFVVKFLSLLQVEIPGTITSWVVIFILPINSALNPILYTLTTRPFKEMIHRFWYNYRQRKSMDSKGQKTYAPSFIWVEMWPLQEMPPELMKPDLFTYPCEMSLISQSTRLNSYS
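cAMP rise read by TR-FRET after 30 min, 37C compound exposure (up to 58 uM) in RXFP1-transfected HEK293 cells with Ro 20174 present. EC50 from Hill-equation fits, with 29 nM porcine relaxin as 100% and buffer as basal.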
D1 antag = human D1 dopamine receptor antagonism | 3.2% of 360,000 active | HEK293 TREx D1 cells, calcium flux, dopamine EC80; hits give low values | activity change, negative = inhibition, % at 10 µM | P21728; in the data active = activity change below about -30%; note: % is set by controls: 0 for no effect and ±100 for the full control effect
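Cells carrying a force-coupled, tetracycline-inducible human D1 receptor report calcium flux. Each well gets a 10 s baseline, compound with 180 s monitoring, then an EC80 dopamine stimulus with a second 180 s kinetic read.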
D1 agonist = agonists of human D1 dopamine receptor; HEK293 T-REx D1 cells, calcium flux, agonist mode; P21728; activation, % at 2 µM; 1% of 360,000 active; in the data active = activation above about 30%; note: 0% is about no effect
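Agonism was scored from calcium flux recorded over 180 s (1 read/s) after pintool compound addition, following a 10-cycle baseline. Cells were inducible force-coupled HEK293 TREx D1, plated overnight at 30 C and loaded with no-wash calcium dye.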
RXFP1 antag = blocks the human relaxin receptor RXFP1; 0.59% of 350,000 active; HEK293-RXFP1, relaxin-stimulated cAMP HTRF, 30 min; hits give low values; Q9HBX9; activity change, negative = inhibition, % at 57.5 µM;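 active = activity change of -60% or lower, but not beyond a set lower limit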; note: % is set by controls: 0 for no effect and ±100 for the full control effect
Glioma ERSR ind = inducers of ER stress response in human glioma cells; U87-MG GRP78 promoter luciferase reporter, 16 h; Potency, µM, inactives show at the highest dose activation, actives largely listed as activators; 0.02% of 420,000 active; AID 602332; note: potency is the fitted concentration of half-maximal effect; series mostly up to about 76 µM; % of control where 0% means no effect; nearly all actives have a fitted effect of over 35% in size
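ERSR induction read as luciferase luminescence (Bright-Glo, 10 min at room temperature) in stably transfected human U87-MG glioma cells exposed to compounds for 16 h, using GRP78 as sensor.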
Vif-A3F inh = inhibitors of Vif-A3F interaction; Potency, µM (doses to about 46.1 µM), without a hit: at the highest dose activity, negative = active; AID 602313; HeLa A3F-eYFP + Vif (tagged APOBEC3F with the HIV-1 protein that degrades it), YFP fluorescence increase; 0.2% of 390,000 active; note: potency is the fitted concentration of half-maximal effect; % of control where 0% means no effect; nearly all actives have a fitted effect of over 65% in size
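HeLa cells stably expressing Vif plus C-terminally eYFP-tagged A3F were seeded, incubated overnight at 37 deg C, dosed with compound, incubated overnight again at 37 deg C. Yellow fluorescence (Ex 488/Em 500-530) reported blocked Vif-mediated A3F-eYFP degradation.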
D1 PAM = enhances dopamine response at the human D1 receptor; P21728; HEK293 TREx D1 cells, calcium flux, dopamine EC20 potentiation; potentiation, % at 10 µM; 0.036% of 360,000 active; in the data active = potentiation above about 30%; note: 0% is about no effect
Active calls of the source: *; · = no result given; & = joins results of further samples. Unless noted, calls come from the whole dose curve; as a rule, active = well fitted curve in the direction sought with a large enough effect; inconclusive = small, poorly fitted or top-dose-only effect, or another doubt; inactive = no such curve, though single readings can be large; an effect the other way counts as inactive or inconclusive.

SMILES	D2 PAM	Vif-APOBEC3G blk	RXFP1 agonist	D1 antag	D1 agonist	RXFP1 antag	Glioma ERSR ind	Vif-A3F inh	D1 PAM
O=C(NCC1CCCO1)c1cc(-c2ccccc2)nc2ccccc12 (stereo not drawn)	4.3	-6.6%	0.5%	-0.4	1.3	5.4	0.0%	8.9%	-5.2
O=C1CN(C(=O)COc2c(F)c(F)cc(F)c2F)c2ccccc2N1	1.2	0.1%	1.4%	2.9	2.8	0.4	2.9%	2.3%	-5.2
COc1ccc(-n2c(NC(=O)c3ccco3)c(C#N)c3nc4ccccc4nc32)cc1	1.9	-20.8%	9.5%	-2.7	10.7	-3.6	-5.7%	-7.1%	0.2
COc1ccccc1CN1CC(C(=O)N(C)CCCn2nc(C)cc2C)CCC1=O (stereo not drawn)	0.9	0.6%	-2.2%	-0.8	0.3	-3.0	2.4%	2.7%	3.8
COc1ccc2nc(SCC(=O)NC3CCCc4ccccc43)[nH]c2c1 (stereo not drawn)	5.4	-8.9%	1.5%	6.5	-0.4	9.5	-6.9%	1.5%	-5.0
CSCCC(NS(=O)(=O)c1ccc2c(c1)OCCO2)C(=O)NCCc1ccccn1 (stereo not drawn)	8.8	-6.6%	0.9%	-6.5	0.6	5.4	-2.2%	-5.8%	-1.6
O=C(Nc1cccc(F)c1)N1CCCCCC1	-7.1	-4.4%	0.4%	3.3	3.5	5.2	4.5%	-8.1%	-11.8
CCC(C)(C)NC(=O)C(c1ccccc1Cl)N(Cc1cccnc1)C(=O)CCC(=O)Nc1cc(C)on1 (stereo not drawn)	10.7	-0.2%	0.1%	-4.7	1.2	5.1	-1.6%	4.0%	-4.2
Cc1cc(Br)ccc1NC(=O)CNC(=O)CN1C(=O)NC2(CCCCCC2)C1=O	0.3	2.2%	0.5%	-4.4	0.1	11.7	-2.9%	-20.8%	-7.9
Cc1oc2cc3oc(=O)c(CCC(=O)NCc4ccccn4)c(C)c3cc2c1C	1.8	1.7%	0.7%	2.9	-0.3	·	-0.6%	-4.4%	7.2
CC(=O)c1cccc(NC(=O)CCn2nc(C)c(S(=O)(=O)N3CCCCC3)c2C)c1	2.1	5.1%	-0.6%	-5.4	1.5	-4.0	1.0%	4.0%	-0.2
NNC(=S)NCc1ccc2c(c1)OCO2	11.4	-0.6%	-1.2%	1.6	-0.8	13.4	2.0%	2.1%	-2.1
O=C(Cn1c(=O)n(-c2ccccc2)c(=O)c2c3c(sc21)CCCC3)Nc1ccc(F)cc1	-2.7	-2.7%	2.7%	8.9	4.6	·	-3.1%	-1.7%	-0.3
Cc1ccsc1CN(C(=O)COc1cccc(C)c1C)C1CCS(=O)(=O)C1 (stereo not drawn)	-6.2	·	-2.0%	-7.8	6.0	-7.8	·	·	-0.5
C=C(C)CSc1nc(-c2ccccc2)cc(-c2ccc(OC)cc2)c1C#N	4.5	9.4%	11.0%	12.3	13.8	-4.7	-3.0%	4.0%	0.8
Cc1ccc(SCC(=O)OCC(=O)NCCCc2ccccc2)cc1	-1.6	1.8%	-0.1%	3.8	1.0	-2.5	-4.6%	3.2%	-1.9
CC(Sc1ccccc1)C(=O)N/N=C/c1ccccc1 (stereo not drawn)	·	0.2%	·	·	·	-16.9	-1.4%	-6.5%	·
CSc1nc2cc(Oc3cccc(Cl)c3Cl)c(Cl)cc2[nH]1	-2.1	-3.7%	2.2%	2.4	8.2	·	-0.8%&-1.2%	-16.6%	-2.5
O=C(NCc1ccccc1)c1ccc(Br)cc1	-8.5	-0.2%	1.7%	0.9	3.1	0.7	1.4%	2.2%	-1.4
O=C(CCN1CCN(CCO)CC1)Nc1cccc(Br)c1	-11.2	1.1%	3.4%	5.3	1.4	-2.6	-0.8%	0.3%	-5.1

Three compounds picked at random from the list so far, as already listed:
SMILES	D2 PAM	Vif-APOBEC3G blk	RXFP1 agonist	D1 antag	D1 agonist	RXFP1 antag	Glioma ERSR ind	Vif-A3F inh	D1 PAM
Cc1oc2cc3oc(=O)c(CCC(=O)NCc4ccccn4)c(C)c3cc2c1C	1.8	1.7%	0.7%	2.9	-0.3	·	-0.6%	-4.4%	7.2
COc1ccc2nc(SCC(=O)NC3CCCc4ccccc43)[nH]c2c1 (stereo not drawn)	5.4	-8.9%	1.5%	6.5	-0.4	9.5	-6.9%	1.5%	-5.0
O=C(Cn1c(=O)n(-c2ccccc2)c(=O)c2c3c(sc21)CCCC3)Nc1ccc(F)cc1	-2.7	-2.7%	2.7%	8.9	4.6	·	-3.1%	-1.7%	-0.3

Sorted by count of non-hydrogen atoms (high to low): some entries from above
SMILES	D2 PAM	Vif-APOBEC3G blk	RXFP1 agonist	D1 antag	D1 agonist	RXFP1 antag	Glioma ERSR ind	Vif-A3F inh	D1 PAM
COc1ccc(-n2c(NC(=O)c3ccco3)c(C#N)c3nc4ccccc4nc32)cc1	1.9	-20.8%	9.5%	-2.7	10.7	-3.6	-5.7%	-7.1%	0.2
CC(=O)c1cccc(NC(=O)CCn2nc(C)c(S(=O)(=O)N3CCCCC3)c2C)c1	2.1	5.1%	-0.6%	-5.4	1.5	-4.0	1.0%	4.0%	-0.2
O=C(Nc1cccc(F)c1)N1CCCCCC1	-7.1	-4.4%	0.4%	3.3	3.5	5.2	4.5%	-8.1%	-11.8

The listing continues.
SMILES	D2 PAM	Vif-APOBEC3G blk	RXFP1 agonist	D1 antag	D1 agonist	RXFP1 antag	Glioma ERSR ind	Vif-A3F inh	D1 PAM
O=C(CSCc1ccc(Cl)cc1)N/N=C/c1ccc(Cl)cc1Cl	0.7	1.5%	1.5%	3.9	-0.1	0.9	-2.0%	-10.0%	0.3
CC1=CC(C#N)(C#N)C(C#N)(C#N)C(c2ccccc2)N1 (stereo not drawn)	-5.0	·	1.5%	-3.8	4.8	·	·	·	-0.2
O=C(COC(=O)c1cc(-c2cccs2)nn1-c1ccccc1)Nc1ccc(Cl)c([N+](=O)[O-])c1	-3.2	-0.4%	0.4%	-0.4	5.1	-5.3	-4.3%	3.9%	3.6
COc1ccccc1NC(=O)Cn1c(=O)c(N(C)C)c(N)n(C)c1=O	4.0	-0.8%	0.6%	7.6	4.7	-0.7	-4.1%	-6.5%	1.5
CCn1c2ccccc2c2nnc(SCC(=O)NCc3cccs3)nc21	5.6	-5.3%	5.3%	-8.2	0.8	5.1	-1.3%	-2.2%	-0.2
COc1ccccc1NS(=O)(=O)c1cc(NC(=O)CNC(=O)c2cc(C)cc(C)c2)ccc1C	-21.7	3.0%	5.1%	2.7	6.0	·	-2.4%	0.5%	-7.6
CN1c2ccccc2Oc2nnc(N3CCN(Cc4ccccc4)CC3)cc21	-15.0	-10.6%	4.3%	8.7	0.7	-2.4	2.0%	2.1%	-4.6
CCOC(=O)c1ccccc1NC(=O)COC(=O)CN1C(=O)C2CC=CCC2C1=O (stereo not drawn)	-0.6	0.6%	5.4%	2.1	2.3	-12.9	-4.4%	1.9%	3.1
CCCCCn1c(=NC(C)=O)c(C#N)cc2c(=O)n3ccccc3nc21	1.6	0.0%	3.5%	1.0	-0.7	·	-1.4%	1.8%	-12.8
CCOc1ccccc1NC(=O)c1ccc(-n2cncn2)nc1	5.2	1.1%	3.7%	1.8	0.6	1.9	-1.3%	0.4%	5.2
C=CCSC1=C(C#N)C(c2ccccc2Cl)CC(=O)N1 (stereo not drawn)	-2.7	-0.6%	-0.7%	-1.9	3.2	11.9	-1.7%	-3.0%	-3.6
CCCOc1cccc(C2/C(=C(/O)c3ccncc3)C(=O)C(=O)N2CCCN(C)C)c1 (stereo not drawn)	3.5	·	3.8%	23.3	2.6	·	·	·	1.4
S=C(NCCc1ccc(Cl)cc1)NC1CCCCC1	·	6.5%	2.9%	-41.0*	17.3	-33.7	0.0%	-4.9%	-7.7
Cc1ccc(NC(=O)N2CCC(n3c(C)nc4cccnc43)CC2)c(Cl)c1	4.0	-4.2%	1.4%	-10.3	-0.2	-1.4	-1.4%	1.7%	-1.1
CCC(C)NC(=O)CN(c1cc(C)ccc1OC)S(C)(=O)=O (stereo not drawn)	8.5	-1.0%	0.3%	-1.0	1.2	6.8	1.5%	-2.6%	-2.5
O=C(Nc1ccc2c(c1)CCC2)c1cccc(S(=O)(=O)N2CCN(c3ccc(F)cc3)CC2)c1	-4.6	1.6%	0.7%	2.9	0.5	-21.9	-1.2%	0.4%	2.9
COc1ccc(N=c2oc3c(OC)cccc3cc2C(=O)NCc2ccco2)c(OC)c1	-4.4	-18.9%	1.6%	-7.8	0.5	1.3	-2.2%	3.3%	6.0
CCCn1c(N)c(N(CCOC)C(=O)c2ccc(Cl)c([N+](=O)[O-])c2)c(=O)[nH]c1=O	·	-3.1%	0.6%	-3.6	1.9	-12.4	1.2%	-3.4%	0.5
CC(=O)c1cccc(NS(=O)(=O)c2c(C)noc2C)c1	-4.3	-0.7%	1.4%	-29.0	3.3	4.3	-0.4%	5.0%	-2.1
COC(=O)C[C@H]1C[C@@H]2c3cc(NC(=O)Nc4ccccc4)ccc3O[C@@H]2[C@@H](CO)O1	·	0.5%	·	·	·	-1.1	-4.3%	-7.6%	·
COc1ccc(CCNC(=O)Cn2nnc(-c3cccc(C(F)(F)F)c3)n2)cc1OC	0.8	0.5%	6.0%	-0.6	4.0	-3.2	-2.9%	-5.3%	-1.6
CCOC(=O)c1c(NC(C)=O)c2c3c(sc2n1Cc1nc(-c2cccc(Cl)c2)oc1C)CCCC3	-3.8	·	2.3%	-37.4*	0.0	12.2	·	·	-4.8
CCCCSCCCNC(=O)c1cn(C)c2ccc(S(=O)(=O)N3CCCCC3)cc2c1=O	-7.5	3.4%	3.2%	-2.1	0.9	-7.7	-3.8%	-3.2%	-0.9
Cc1ccnc2nc(C(=O)OCC(=O)N3CC(C)CC(C)C3)nn12 (stereo not drawn)	14.1	-1.4%	2.7%	-5.2	6.6	11.6	-3.2%	-7.3%	-1.6
CC(C)(C)c1ccc(S(=O)(=O)NNC(=O)c2cc3ccccc3[nH]2)cc1	12.4	-5.7%	-3.8%	-1.2	3.3	-35.5	3.3%	-7.5%	3.1
CCOc1ccc(NC(=O)CS(=O)(=O)Cc2nc(-c3ccc(C)cc3)oc2C)cc1	17.2	4.4%	2.8%	5.1	1.5	-19.5	-3.3%	-0.3%	0.7
CCOc1ccc(Oc2ccccc2NC(=O)CCc2nc3ccccc3c(=O)[nH]2)cc1	·	1.7%	·	·	·	-0.1	-1.0%	0.0%	·

An excerpt; rates above refer to the full screens.
